# RXFP1 antag – RXFP1 (human) relaxin receptor antagonism | activity change, negative = inhibition, % at 57.5 µM | Q9HBX9 | HEK293-RXFP1, relaxin-stimulated cAMP HTRF, 30 min; hits give low values | 0.59% of 350,000 active;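 active = activity change of -60% or lower, but not beyond a set lower limit; inconclusive = change between -60% and -40%, or beyond the set limit; inactive = change above -40%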; note: % is set by controls: 0 for no effect and ±100 for the full control effect
# POLH inh – DNA polymerase eta (human) inhibition. Q9Y253. recombinant Pol eta, fluorescent DNA replication assay. Potency, µM (titrated, usually from 114 µM), for the others: at the highest dose activity change, negative = inhibition, most hits filed as inhibitors. 1.2% of 390,000 active; note: potency is the fitted concentration of half-maximal effect; % is set by controls: 0 for no effect and ±100 for the full control effect
# Target sequence (Q9Y253 whole entry, looked up): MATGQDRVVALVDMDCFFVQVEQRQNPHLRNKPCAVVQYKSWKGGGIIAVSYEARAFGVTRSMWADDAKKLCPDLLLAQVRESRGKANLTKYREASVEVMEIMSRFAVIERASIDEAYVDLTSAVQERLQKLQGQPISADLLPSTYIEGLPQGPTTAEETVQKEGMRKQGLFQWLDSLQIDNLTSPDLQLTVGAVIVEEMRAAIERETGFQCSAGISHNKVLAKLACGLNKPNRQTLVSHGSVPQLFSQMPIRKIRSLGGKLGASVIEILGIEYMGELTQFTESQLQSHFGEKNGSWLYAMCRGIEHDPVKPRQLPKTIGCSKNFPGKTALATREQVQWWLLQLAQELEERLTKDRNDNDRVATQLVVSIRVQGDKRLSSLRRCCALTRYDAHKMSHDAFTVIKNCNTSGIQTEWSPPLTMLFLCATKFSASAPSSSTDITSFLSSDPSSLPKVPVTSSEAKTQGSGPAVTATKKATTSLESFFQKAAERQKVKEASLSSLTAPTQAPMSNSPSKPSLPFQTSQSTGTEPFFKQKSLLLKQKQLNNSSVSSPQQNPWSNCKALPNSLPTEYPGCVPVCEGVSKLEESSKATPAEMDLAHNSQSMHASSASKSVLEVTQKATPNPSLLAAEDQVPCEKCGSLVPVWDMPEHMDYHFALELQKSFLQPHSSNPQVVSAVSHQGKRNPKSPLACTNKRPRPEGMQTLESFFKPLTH
#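 Pol eta (10 nM) was preincubated with compounds for 15 min at room temperature, after which fluorescent replication substrate (50 nM final) was added to start the reaction. Fluorescence was read kinetically at 0 and 10 min.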
# BLM helicase inh – Bloom syndrome helicase (human) inhibition; P54132; recombinant BLM DNA unwinding, fluorescence dequenching; Potency, µM (highest dose often 56.1 µM), for inactives: at the highest dose activity change, negative = inhibition, most hits filed as inhibitors; 0.2% of 350,000 active; AID 2528;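 note: potency is the fitted concentration of half-maximal effect; plate controls were vehicle for no effect and no enzyme for full effect; nearly all actives have a fitted effect of over 35% in size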
# Pol kappa inh – DNA polymerase kappa (human) inhibition; purified Pol kappa, fluorescent DNA synthesis assay, 10 min; Q9UBT6; Potency, µM (top dose mostly 107 µM), inactives show at the top dose activity, negative = inhibition, most hits filed as inhibitors; 0.53% of 400,000 active; note: potency is the fitted concentration of half-maximal effect; % is set by controls: 0 for no effect and ±100 for the full control effect
#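 Fluorescent qHTS in 1536-well format: enzyme (10 nM) and compound sat 15 min at room temperature before 50 nM substrate (final) was added. Signal taken at 0 and 10 min; no-enzyme buffer wells were negative controls.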
# Apoferritin bind – binds horse apoferritin like a general anesthetic; AID 485281; 0.074% of 350,000 active; Potency, µM (titrated, usually from 77.5 µM), without a hit: at the highest dose activity change, negative = displacement, hits mostly inhibitors; P02791; apoferritin/1-aminoanthracene competitive binding, fluorescence; note: potency is the fitted concentration of half-maximal effect; % is set by controls: 0 for no effect and ±100 for the full control effect; nearly all actives have a fitted effect of over 20% in size
# Target sequence (P02791 2-175 limits assumed): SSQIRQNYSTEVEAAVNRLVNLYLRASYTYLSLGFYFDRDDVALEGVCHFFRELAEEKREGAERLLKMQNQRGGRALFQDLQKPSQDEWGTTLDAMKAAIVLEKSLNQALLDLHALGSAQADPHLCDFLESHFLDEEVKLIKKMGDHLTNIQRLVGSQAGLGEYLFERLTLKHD
#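 10 uM apoferritin + 50% sat. 1-AMA, PBS; cpd 10 min RT; Ex380/Em535 endpoint; normalized to free probe vs complex; 4-param Hill fit; propofol titration as pos. ctrl.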
# POLI inh – blocks human DNA polymerase iota activity. Potency, µM (doses to about 115 µM), for the others: top-dose activity, negative = inhibition, hits mostly inhibitors. 1% of 390,000 active. Pol iota fluorescent replication assay, 10 min. Q9UNA4; note: potency is the fitted concentration of half-maximal effect
#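 Pol iota at 10 nM preincubated 15 min with compounds at room temperature; reaction started with fluorescent substrate, 50 nM final. Fluorescence read kinetically at 0 and 10 min; buffer-only wells as negative control.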
# Pol beta inh – DNA polymerase beta (human) inhibition; Pol beta primer extension/strand displacement, fluorescence kinetic; Potency, µM (series often up to 114 µM), inactives show at the top dose activity change, negative = inhibition, hits mostly inhibitors; 1.3% of 340,000 active; AID 485314; note: potency is the fitted concentration of half-maximal effect; % is set by controls: 0 for no effect and ±100 for the full control effect
#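 Pol beta (10 nM) was preincubated with compound for 15 min at room temperature. The reaction was then started with 50 nM substrate and read immediately and after a further 10 min at room temperature.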
# APEX1 inh – inhibitors of human APE1 endonuclease; P27695; recombinant APE1, TAMRA/BHQ-2 abasic DNA cleavage fluorescence; Potency, µM (highest dose often 65.8 µM), without a hit: at the highest dose activity change, negative = inhibition, hits mostly inhibitors; 0.35% of 350,000 active;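 note: potency is the fitted concentration of half-maximal effect; plate controls were vehicle for no effect and reference inhibitor for full effect; nearly all actives have a fitted effect of over 55% in size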
#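 Quantitative HTS: incision of a TAMRA/BHQ-2 double-stranded substrate bearing a tetrahydrofuran abasic site by 0.75 nM APE1 raises fluorescence. Substrate 50 nM final, added after 15 min compound preincubation at room temperature; progress as third-minus-first kinetic read difference.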
# Tb PGK inh – inhibitors of T. brucei phosphoglycerate kinase; 0.043% of 380,000 active; AID 602233; PGK/GAPDH coupled, Kinase-Glo luminescence, 60 min; P07378; Potency, µM (doses to about 57.5 µM), for inactives: at the highest dose activity change, negative = inhibition, hits mostly inhibitors; note: potency is the fitted concentration of half-maximal effect; % is set by controls: 0 for no effect and ±100 for the full control effect; nearly all actives have a fitted effect of over 60% in size
#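 Recombinant glycosomal PGK reaction used 1,3-bisphosphoglycerate generated in-well by GAPDH (100nM final) in 100mM TEA pH 7.6, 5mM MgCl2, 0.01% Tween-20. After 60 minutes at room temperature, ATP was read by Kinase-Glo Plus luminescence end-point.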
# * = called active by the depositor; i = inactive; ? = inconclusive; . = not tested or not shown; [ ] = remark or other dose. Unless noted, calls come from the whole dose curve; as a rule, active = well fitted curve in the direction sought with a large enough effect; inconclusive = small, poorly fitted or top-dose-only effect, or another doubt; inactive = no such curve, though single readings can be large; an effect the other way counts as inactive or inconclusive.
SMILES,RXFP1 antag,POLH inh,BLM helicase inh,Pol kappa inh,Apoferritin bind,POLI inh,Pol beta inh,APEX1 inh,Tb PGK inh
CCc1ccc2nc(NC(=O)CCCc3cccs3)sc2c1,-15,-16%,-7%,-1%,-3%,3%,12%,-1%,0%
Clc1ccc(OCCCN2CCCCC2)c(Br)c1,-12,-23%,15%,-1%,-8%,39%[activator],2%,6%,i
O=C(CCCN1C(=O)c2cccc3cccc(c23)C1=O)N1CCN(c2ccccc2)CC1,-1,-11%,4%,-12%,-10%,-26%,-17%,8%,-8%
Cc1c(S(=O)(=O)N2CCN(C(c3ccccc3)c3ccccc3)CC2)c(=O)n(C)c(=O)n1C,-26,-16%,2%,-17%,1%,16%,-21%,-9%,4%
CCC(C)NC(=O)CO/N=C/c1ccccc1OC(F)F (stereo not drawn),17,-16%,-1%,-6%,-2%,11%,5%,-2%,6%
CCCOC(=O)CSC1=C(C#N)C(c2ccc3c(c2)OCO3)CC(=O)N1 (stereo not drawn),-4,-13%,-4%,-1%,?,18%,3%,-2%,-2%
CCCCC(=O)NNC(=S)NC(=O)c1ccc([N+](=O)[O-])cc1,8,-19%,1%,-13%,-11%,-8%,1%,-6%,-1%
CNC(=S)N(CCO)Cc1cc2cc3c(cc2[nH]c1=O)OCO3,-1,-9%,-1%,-14%[60.1 µM],3%,-12%,-14%,22%,-8%
Cc1ccc(NC(=O)CN(C)C(=O)c2ccc(NC(=O)CC3SC(N4CCCC4)=NC3=O)cc2)cc1 (stereo not drawn),3,-19%,.,-7%,.,53%[activator],.,-12%,i
Cc1ccsc1C(=O)OCC(=O)N1CCOCC1,-1,0%,-6%,-5%,-7%,9%,8%,-6%,-3%
COc1ccc(-n2nnc3c(=O)n(CC(=O)N4CCCCC4)cnc32)cc1,1,-4%,-3%,4%,-2%,12%,6%,-6%,i
CCOC(=O)/C(C#N)=C/c1cn(CCC(=O)O)nc1-c1cccc(Cl)c1,-1,9%,1%,-17%,-16%,62%[activator],-2%,4%,1%
Cc1ccccc1Nc1nc(N)nc(COC(=O)c2cccn2C)n1,-10,-14%,-1%,5%,-16%,-3%,-2%,2%,i
CC(=O)NC1(C(F)(F)F)N=C(c2ccccc2)NC1=O (stereo not drawn),12,-7%,3%,-3%,4%,3%,6%,0%,-3%
COc1cccc(NC(=O)C2CCN(C(=O)N3CC(C)Oc4ccccc43)CC2)c1 (stereo not drawn),-28,-12%,0%,-15%,-2%,21%,6%,.,10%
O=C(O)CN1C(=O)C(=O)N(Cc2ccc(Cl)cc2Cl)C1=O,4,-5%,-2%,-7%,2%,124%[activator],0%,33%,-3%
O=C(NCc1ccco1)C(C(=O)c1ccccc1)n1ccccc1=O (stereo not drawn),8,-1%,0%,-5%,-5%,6%,0%,0%,5%
COc1ccc(NC(=O)c2c(NC(=O)Cc3ccccc3)sc3c2CCCC3)cc1,1,-10%,-1%,7%,-9%,?,-10%,.,10%
O=C(Nc1ccc2c(c1)OCCO2)C1CCCN(S(=O)(=O)Cc2ccccc2)C1 (stereo not drawn),6,10%,2%,4%,?,4%,4%,8%,-4%
CCn1nc(C(=O)OCC(=O)NCC(C)C)c2ccccc2c1=O,7,-8%,-1%,-1%,-9%,155%[activator],22%,1%,i
Cc1cc(NC(=O)COC(=O)CCNS(=O)(=O)c2cccc(C(F)(F)F)c2)no1,-11,-16%,-2%,-3%,-8%,110%[activator],3%,-4%,-10%
O=c1oc2cc(Oc3ccc(C(F)(F)F)cc3[N+](=O)[O-])ccc2c2c1CCCC2,-12,-3%,-9%,3%,-6%,-8%,17%,-3%,?
C(=C\c1ccccc1)/C=N/N1CCN(c2ccccn2)CC1,-12,2%,-2%,-15%,1%,?,?,-1%,1%
OC(COCc1ccc(Cl)cc1)CN1CCc2ccccc2C1 (stereo not drawn),1,-5%,3%,-14%,-10%,6%,31%,3%,-2%
COc1ccc(C(=O)Nc2cccc(/C(C)=N\NC(=O)c3ccoc3C)c2)cc1OC,15,-3%,1%,-6%,-20%,-13%,8%,1%,0%
COCCCC1CCN(Cc2nc(Cc3ccccc3Cl)no2)CC1,-3,-11%,-3%,-4%,-13%,59%[activator],19%,10%,6%
O=S(=O)(c1cc(Cl)ccc1Br)N1CCOCC1,12,-5%,0%,-6%,5%,11%,0%,-3%,-4%
CCN(CC)c1ccc(NC(=O)C2CCN(c3nnc(-n4cccc4)s3)CC2)c(C)c1,.,2%,-10%,-9%,-23%,?,25µM*,.,12%
Cc1ccc(-c2nnc(Sc3nc4ccccc4o3)c3ccccc23)cc1,4,-10%,-14%,-8%,-2%,-6%,-15%,2%,-4%
N#Cc1ccc(N2Cc3ccccc3C2=NC(=O)c2cccs2)cc1,.,-9%,-2%,-16%,-14%,1%,25%,17%,0%
COc1ccc(-c2nnn(CC(=O)c3c[nH]c4ccccc34)n2)cc1OC,-11,-19%,-4%,-5%,-15%,54%[activator],4%,-4%,.
CN(C)N1C(=O)CC(C)(c2ccc([N+](=O)[O-])cc2)C1=O (stereo not drawn),.,0%,.,4%,.,5%,.,-2%,i
CCC/C=N/Nc1nc2ccccc2s1,-91*,-21%,0%,-10%,?,101%[activator],6%,-8%,-5%
CCc1ccc(C2CC(=O)Nc3c2c(C)nn3-c2nc(C)cc(C)n2)cc1 (stereo not drawn),1,-9%,-6%,-9%,-11%,34%[activator],-1%,.,i
Cc1ccc(CCNC(=O)c2cc3sccc3n2Cc2ccc(Cl)cc2)cc1,.,-7%,-6%,-5%,57%[activator],-5%,15%,.,-8%
COc1cccc(/C=N/NC(=O)C(=O)N2CCCC2)c1OC,.,-10%,0%,-5%,-5%,10%,28%,10%,6%
CCOc1cc2[nH]c(=S)n(C(C)C)c(=O)c2cc1OCC,-5,-12%,0%,0%,0%,20%,9%,?,-3%
COCCN1C(=O)c2ccccc2C(C(=O)NCC2CCCO2)C1c1c[nH]c2ccccc12 (stereo not drawn),-12,-3%,0%,3%,-9%,15%,-1%,-5%,-1%
Cc1ccc2nsnc2c1S(=O)(=O)Nc1ccccc1C(=O)O,10,-2%,3%,-3%,-1%,-23%,30%,40%,.
Cc1cc(C(=O)Nc2cc(C)n(Cc3ccc(Cl)cc3)n2)no1,7,-27%,-5%,-12%,1%,8%[58.9 µM],-17%,16%,-3%

# A few values from the list.
# Under RXFP1 antag, COCCN1C(=O)c2ccccc2C(C(=O)NCC2CCCO2)C1c1c[nH]c2ccccc12 (stereo not drawn) has the entry -12
# Under RXFP1 antag, Cc1ccc2nsnc2c1S(=O)(=O)Nc1ccccc1C(=O)O has the entry 10
# Under Pol kappa inh, CCC/C=N/Nc1nc2ccccc2s1 has the entry -10%
# Under BLM helicase inh, CCOc1cc2[nH]c(=S)n(C(C)C)c(=O)c2cc1OCC has the entry 0%
# Under BLM helicase inh, Cc1ccc(CCNC(=O)c2cc3sccc3n2Cc2ccc(Cl)cc2)cc1 has the entry -6%

# The results go on:
SMILES,RXFP1 antag,POLH inh,BLM helicase inh,Pol kappa inh,Apoferritin bind,POLI inh,Pol beta inh,APEX1 inh,Tb PGK inh
Cn1cnnc1SCC(=O)c1ccco1,-22,-9%,-3%,7%,-9%,?,12%,-2%,.
CCOC(=O)c1c(C)[nH]c(C(=O)NCc2ccco2)c1C,.,.,-2%,.,0%,.,-1%,-4%,.
O=C(CSc1nnc(C2CC2)n1CC1CCCO1)Nc1cccc(Cl)c1 (stereo not drawn),-1,-13%,-7%,3%,3%,79%[activator],0%,-1%,0%
COc1ccc(CC(=O)NCC2CCCN(Cc3ccc(OC(F)(F)F)cc3)C2)cc1 (stereo not drawn),1,-16%,1%,-4%,-21%,8%,-14%,-4%,-1%
O=C(NCC1CCN(Cc2ccccc2F)CC1)Nc1ccccc1F,0,-4%,3%,-4%,-4%,-17%,25%,65%[activator],-6%
CC(C)c1ccc(OCC(=O)NC2CC(C)(C)NC(C)(C)C2)c(Br)c1,-12,-22%,-7%,-8%,-7%,60%[activator],35%,11%,-10%
Cc1ccc(NC(=O)c2cccc(S(=O)(=O)N3CCCC3)c2)nc1,-4,-8%,.,1%,.,55%[activator],.,16%,i
Cc1ccc(N2CCN(C(=O)c3cnn(-c4ccc(F)cc4F)c3C3CCN(C(=O)OC(C)(C)C)CC3)CC2)c(C)c1,-23,-17%,-15%,-15%,-14%,25%,5%,.,5%
COc1cc(C(=O)Oc2cccc(C=O)c2)cc(OC)c1OC,-7,-3%,-5%,-12%,-22%,12%,?,3%,3%
COC(=O)c1[nH]nc2c1C(=O)N(C1CCCCC1)C2=O,7,-13%,2%,-6%,?,-5%,-7%,1%,-6%
COc1ccc(/C=N/N=C2/NC(=O)C(c3ccccc3)S2)c(OC)c1 (stereo not drawn),-8,-3%,-1%,-10%,4%,12%,6%,13%,0%
CC1CC(C)CN(CCCNC(=O)COc2cc(=O)n(C)c3ccccc23)C1 (stereo not drawn),-30,-17%,0%,7%,3%,4%,-17%,9%,0%
CC/C(=N\O)c1ccc(O)c(OC)c1,-1,-2%,-1%,0%,-15%,19%,3%,4%,-11%
COc1cc2c(cc1OC)CN(C(=O)c1cccs1)CC2,-1,-12%,0%,-9%,-9%,18%,25%,2%,0%
Cc1oc(-c2cccc(Cl)c2)nc1CS(=O)(=O)CC(=O)NCCN1CCCC1,-8,-21%,-9%,8%,-24%,40%[activator],-1%,6%,8%
CCOc1ccccc1CN1CCN(C2CCN(c3ccccc3F)CC2)CC1CCO (stereo not drawn),-14,2%,-11%,-12%,-7%,-2%,40%,24%,0%
O=C(NC1CC1)c1ccc2c(c1)NC(=O)c1ccccc1S2,.,.,-1%,.,-10%,.,3%,7%,.

# Arranged by length of the SMILES (falling): some entries from above.
SMILES,RXFP1 antag,POLH inh,BLM helicase inh,Pol kappa inh,Apoferritin bind,POLI inh,Pol beta inh,APEX1 inh,Tb PGK inh
COc1ccc(/C=N/N=C2/NC(=O)C(c3ccccc3)S2)c(OC)c1 (stereo not drawn),-8,-3%,-1%,-10%,4%,12%,6%,13%,0%
COc1cc2c(cc1OC)CN(C(=O)c1cccs1)CC2,-1,-12%,0%,-9%,-9%,18%,25%,2%,0%
CC/C(=N\O)c1ccc(O)c(OC)c1,-1,-2%,-1%,0%,-15%,19%,3%,4%,-11%

# Screens (PubChem)

# The list is partial; rates above refer to the full screens.
